# Screens as filed in PubChem.
# GASC-1 inh: blocks human GASC-1 demethylase activity. Q9H3R0. GST-JMJD2C(1-420) H3K9me3 demethylation, DELFIA europium. inhibition, % at 2.35 µM. 330,000 tested, 0.069% active. AID 2099;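 active = more than half of a compound's replicate wells show inhibition beyond 50%, single wells judged on their own value; inconclusive = some, but no more than half, of replicates pass 50% inhibition; inactive = no replicate passes 50% inhibition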;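 also: signal counts dimethyl H3K9 product captured on neutravidin plate; 0% = median of DMSO wells and 100% = 0.3 times that DMSO median; strong numbers were not always called active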
# Target sequence (Q9H3R0 1-420 limits assumed): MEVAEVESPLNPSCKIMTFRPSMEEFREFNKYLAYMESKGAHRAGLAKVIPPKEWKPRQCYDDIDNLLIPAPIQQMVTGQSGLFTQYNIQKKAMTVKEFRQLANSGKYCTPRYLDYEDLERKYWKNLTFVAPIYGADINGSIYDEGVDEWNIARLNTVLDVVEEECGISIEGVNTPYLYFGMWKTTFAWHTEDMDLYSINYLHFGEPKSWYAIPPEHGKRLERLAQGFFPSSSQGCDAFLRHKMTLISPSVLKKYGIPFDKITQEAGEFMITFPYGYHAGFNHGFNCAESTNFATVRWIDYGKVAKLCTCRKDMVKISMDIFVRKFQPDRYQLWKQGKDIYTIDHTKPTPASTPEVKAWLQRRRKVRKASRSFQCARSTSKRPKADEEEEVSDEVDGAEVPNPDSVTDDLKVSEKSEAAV
# TPT1 inh: inhibitors of Candida albicans tRNA 2'-phosphotransferase TPT1; recombinant caTPT1, FP RNA substrate dephosphorylation; inhibition, % at 5 µM; 300,000 tested, 0.81% active;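 active = inhibition above the mean of all tested compounds plus 3 SD, set per screening campaign, cut at about 24% in these data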;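 also: plate controls were DMSO alone for no effect and ferristatin control at 100 nM for full effect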
# core dimer inh: HCV core protein dimerization inhibition | TR-FRET GST/Flag-core106 dimerization, 1536-well | inhibition, % at 5 µM | 300,000 tested, 0.33% active | AID 1899;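 active = inhibition above the mean of all tested compounds plus 3 SD, set per screening campaign, cut at about 45% in these data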
#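 System: GST-tagged and Flag-tagged HCV core protein residues 1-106 / Input: core106 proteins, GST 13.5 nM and Flag 17 nM / Buffer or medium: KF-containing HEPES buffer, pH 7.45, DTT, CHAPS, BSA / Probe or stimulus: Eu-anti-GST and XL665-anti-Flag labelled anti-tag antibodies / Schedule: 4 h, 22.5 °C incubation / Technique: TR-FRET 671 and 617 nm emission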
# Fh CTSL1 inh: cathepsin L1 inhibition, PFM18AAP counter-screen. recombinant F. hepatica cathepsin L1, Z-Leu-Arg-MCA fluorescence. inhibition, % at 5.96 µM. 300,000 tested, 0.49% active;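 active = inhibition above the mean of all tested compounds plus 3 SD, set per screening campaign, cut at about 17% in these data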;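 also: 0% = plate median of test compound wells and 100% = 1 µM Z-Phe-Ala-diazomethylketone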
# PP5 primary: PP5 (human) phosphatase inhibition; P53041; purified PP5c, OMFP substrate fluorescence; inhibition, % at 6.7 µM; 320,000 tested, 0.18% active;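 active = inhibition above the campaign's mean inhibition across all tested compounds plus 3 SD, cut at about 9.5% in these data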;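 also: 0% = DMSO only and 100% = 100 µM cantharidin control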
# Target sequence (P53041 whole entry, looked up): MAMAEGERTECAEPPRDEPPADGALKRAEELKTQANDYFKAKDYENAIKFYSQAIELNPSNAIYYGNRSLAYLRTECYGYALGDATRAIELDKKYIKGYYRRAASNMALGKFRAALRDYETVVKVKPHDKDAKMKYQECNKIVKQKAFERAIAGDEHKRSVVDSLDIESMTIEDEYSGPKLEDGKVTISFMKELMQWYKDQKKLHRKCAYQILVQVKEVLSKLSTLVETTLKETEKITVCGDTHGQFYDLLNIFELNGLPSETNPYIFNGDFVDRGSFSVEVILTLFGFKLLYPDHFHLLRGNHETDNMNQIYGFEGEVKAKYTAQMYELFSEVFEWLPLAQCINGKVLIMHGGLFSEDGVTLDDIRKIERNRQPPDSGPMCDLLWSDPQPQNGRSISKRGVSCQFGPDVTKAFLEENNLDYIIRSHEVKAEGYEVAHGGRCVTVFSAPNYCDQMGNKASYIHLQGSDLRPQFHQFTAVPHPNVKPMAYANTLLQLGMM
# Yeast superoxide: yeast age-related superoxide inhibition as caloric restriction mimetic | S. cerevisiae aged cells, superoxide DHE fluorescence; stronger effect = lower value | superoxide response (% of plate mean), % at 10 µM | 330,000 tested, 0.18% active | AID 2690;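 active = superoxide response under a set limit, about three screen SD below normal, cut at about 65% in these data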;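 also: yeast aged for seven days with compound at 30 °C before DHE staining; 100% = average MFI of all compound-treated wells on the plate with controls excluded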
# PP1 inh: blocks human PP1-alpha phosphatase, a PP5 counter-screen; inhibition, % at 6.7 µM; purified PP1alpha, OMFP fluorescence; AID 2235; 320,000 tested, 0.9% active;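 active = inhibition above the mean inhibition of all tested compounds plus 3 SD, computed separately for each screening campaign, cut at about 15% in these data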
# ZTA DNA inh: blocks Epstein-Barr virus ZTA, an EBNA-1 counter-screen | 320,000 tested, 0.15% active | ZTA-DNA binding, fluorescence polarization | inhibition, % at 11 µM | AID 2234; in the data active = inhibition above about 33%
# EBNA-1 inhibitor: blocks EBNA-1 binding to DNA. inhibition, % at 14.8 µM. EBNA-1 DNA binding, fluorescence polarization. 300,000 tested, 0.34% active; in the data active = inhibition above about 28%
# * = called active by the depositor; i = inactive; ? = inconclusive; . = not tested or not shown; & = joins results of further samples.
no.	structure	GASC-1 inh	TPT1 inh	core dimer inh	Fh CTSL1 inh	PP5 primary	Yeast superoxide	PP1 inh	ZTA DNA inh	EBNA-1 inhibitor
1	Cc1nc(C/C(=N\N)c2ccc(O)cc2O)cs1	-4.2	5.9	-0.6	-2.3	-0.7	100.3	0.1	-12.4	3.5
2	COc1ccc(CCNC(=O)CCS(=O)(=O)Cc2ccccc2C)cc1OC	-34.3	-1.4	-4.0	-0.6	0.2	88.7	-0.7	-10.8	-2.5
3	Cc1noc(/C=C/N(C)C)c1S(=O)(=O)N1CCC(C(=O)Nc2ccc(Cl)cc2)CC1	-3.3	7.6	0.0	-2.3	0.3	102.5	3.6	-6.6	4.3
4	CCOc1ccc(NC(=O)C2CC(=O)N(CC)C(=Nc3ccc4c(c3)OCO4)S2)cc1 (centres undefined)	-1.4&2.6	-2.7	9.1	-1.6	5.0	105.1	-3.4	-2.3	-3.5
5	Cc1cc(C)c(-c2cc(C)nc3ncnn23)c(C)c1	-2.4	-1.8	0.5	-1.3	1.0	100.2	-2.7	-0.4	9.8
6	CC1C(=O)N2CCCc3cc(S(=O)(=O)NCc4ccc(Cl)cc4)cc1c32 (centres undefined)	10.0	-3.7	3.6	-4.2	-0.6	106.0	-2.5	12.2	-6.9
7	CC(=O)NC(CCS(C)(=O)=O)C(=O)Nc1cc(C)on1 (centres undefined)	-12.6	-2.4	-10.0	-2.0	0.8	124.1	1.4	-3.7	-3.6
8	Cc1cc(C)n(-c2cc(Cl)ccc2[N+](=O)[O-])n1	-1.2	1.3	-3.9	-0.9	1.7	111.5	-4.7	-0.1	-2.8
9	O=C(NCCC1CCCCN1S(=O)(=O)c1ccccc1)C(=O)NCc1ccc(F)cc1 (centres undefined)	-0.2	-2.1	3.9	1.6	4.2	91.2	5.5	-15.4	-3.2
10	Cc1ccnc(NS(=O)(=O)c2ccc(NC(=O)/C=C/c3cccs3)cc2)n1	-19.7	-1.3	-2.4	5.5	-0.8	72.8	-0.8	3.6	3.7
11	COc1ccc(NC(=O)c2sc3nc(C)cc(C)c3c2N)c(OC)c1	8.8	0.2	1.6	-0.1	-1.6	96.7	-3.2	-6.1	9.9
12	Cc1ccc(Cl)cc1NC(=O)C1CCCCC1C(=O)O (centres undefined)	-10.1	1.7	-1.7	-2.3	0.5	104.2	-2.5	-4.7	-11.5
13	COC(=O)c1ccc(NC(=O)CN2CCC(NC(=O)c3ccco3)CC2)cc1	2.8	-1.4	9.3	2.4	0.2	128.4	-2.1	10.7	6.5
14	COc1ccccc1OCc1cc(C(=O)N2CC3C[C@@H]4CC2C[C@H](C3)C4)no1	-0.9	1.8	11.9	-4.1	1.6	77.0	-2.4	-6.3	-10.9
15	CCCCCCC(=O)Nc1nc(C)c(-c2csc(Nc3cc(OC)ccc3OC)n2)s1	6.6	3.7	-6.0	-0.6	5.6	102.2	0.4	4.8	0.4
16	Cc1cccc(C(=O)O/N=C(\N)c2cccc([N+](=O)[O-])c2)c1	-4.1	-1.7	-3.0	-4.5	-1.3	112.6	-2.4	0.9	4.6
17	COc1cc(C2C(C(=O)c3cccs3)=C(O)C(=O)N2Cc2ccco2)cc(OC)c1OC (centres undefined)	4.4	-7.0	2.0	0.4	4.4	112.5	3.3	-10.2	-9.5
18	Cc1ccc(C(=O)OCC(=O)NC(C)C)cc1S(=O)(=O)N1CCOCC1	28.5	-2.8	-6.5	-19.2	1.0	99.8	-2.5	-13.4	-1.5
19	COCCNC(=O)CN1C(=O)COc2ccc(Cl)cc21	2.6	-1.4	-0.8	17.6*	2.5	103.7	1.0	15.9	-1.9
20	CCOn1c(=O)c(C)[n+]([O-])c2ccccc21	1.8	2.7	1.0	7.9	0.9	118.8	0.4	8.1	0.7
21	COc1ccc(Cl)cc1Nc1nc(N)c2ccccc2n1	-7.5	4.2	-0.2	2.6	7.1	91.8	0.5	4.0	6.7
22	COc1ccc(C(CNC(=O)c2cc3ccccc3cc2O)N2CCOCC2)cc1 (centres undefined)	-1.3	-3.5	-2.0	0.7	0.0	77.1	-0.8	-3.2	4.7
23	Cn1c(SCC(=O)NC2CCCC2)nnc1C(F)(F)F	-2.9	.	.	.	1.7	85.8	-1.6	-2.8	.
24	COc1ccc(C(=O)OCC(=O)NC2CC2)cc1S(=O)(=O)N1CCOCC1	-9.7	-1.1	-0.1	-2.8	3.6	110.6	0.1	-6.3	-1.8
25	Nc1ccc(CCn2ccnc2)cc1	8.0	-2.4	6.7	-4.0	1.0	92.8	8.3	4.4	-0.5
26	O=C1CC(NS(=O)(=O)c2ccc([N+](=O)[O-])cc2)CN1c1cccc(F)c1 (centres undefined)	15.7	1.6	-1.4	5.1	-1.4	108.2	1.7	0.4	-2.6
27	Cc1noc(C)c1C(=O)NNc1ccc(C(C)C)cc1	2.6	1.7	-2.8	9.3	-1.6	95.1	-1.7	-14.8	-10.8
28	N=C(N)SCCc1cnc[nH]1	.	-3.1	-7.2	-2.6	-0.1	99.2	-0.1	-9.1	2.7
29	C/C(=N\Nc1ccccc1C)c1cccnc1	-7.4	0.5	-0.3	4.0	-0.5	i	-0.1	15.2	3.5
30	O=C(CSCC(=O)N1CCCCC1)Nc1nc(-c2ccc(Cl)s2)cs1	-1.9	-3.9	22.2	0.3	-0.1	94.9	2.1	-17.9	-0.5
31	Cc1c(C(=O)Nc2cc(F)ccc2F)sc2nc3n(c(=O)c12)CCCCC3	0.3	0.8	-3.4	2.8	-1.1	121.1	-3.0	4.0	0.7
32	O=C(NNS(=O)(=O)c1ccccc1[N+](=O)[O-])c1ccccc1Cl	-3.5	1.6	-2.5	1.0	1.2	116.1	-2.1	1.6	-2.1

# An excerpt from above, showing only TPT1 inh, PP1 inh and GASC-1 inh:
item | smiles | TPT1 inh | PP1 inh | GASC-1 inh
10 | Cc1ccnc(NS(=O)(=O)c2ccc(NC(=O)/C=C/c3cccs3)cc2)n1 | -1.3 | -0.8 | -19.7
11 | COc1ccc(NC(=O)c2sc3nc(C)cc(C)c3c2N)c(OC)c1 | 0.2 | -3.2 | 8.8

# Next part:
no.	structure	GASC-1 inh	TPT1 inh	core dimer inh	Fh CTSL1 inh	PP5 primary	Yeast superoxide	PP1 inh	ZTA DNA inh	EBNA-1 inhibitor
33	CCOc1ccccc1CNC(CC)CO (centres undefined)	-4.7	-0.4	0.6	-2.1	3.9	97.0	0.6	-17.3	12.0
34	COc1ccc(N2CCN(C(CNC(=O)c3ccc4c(c3)OCO4)c3cccnc3)CC2)cc1 (centres undefined)	8.5	0.1	-1.8	-2.0	2.4	96.0	-1.7	-18.5	-2.0
35	Cc1ccc(CSc2ncnc3c2cnn3-c2ccc(C)cc2)cc1	-5.2	-1.8	1.1	0.5	-1.6	97.2	-5.1	8.8	4.0
36	COc1ccccc1N1CCN(C(=O)CCc2nnc3ccc(N4CCC(C)CC4)nn23)CC1	50.4	1.0	6.5	-0.5	0.2	104.7	-1.9	-4.0	8.8
37	Cc1ccc(C(=O)N/C(=C\c2ccc(Br)cc2)c2nc(=S)[nH][nH]2)cc1	-2.5	3.9	8.6	6.9	4.2	105.2	8.6	-18.8	-3.6
38	Cc1cc(NC(=O)CNCC(c2ccccc2)N(C)C)c([N+](=O)[O-])cc1C (centres undefined)	-3.8	-0.6	-0.2	-0.2	-0.8	42.9*	-1.5	-0.3	10.4
39	O=c1cc(-c2ccc(O)c(O)c2)oc2cc(O)cc(O)c12	-3.8	0.2	-6.1	-3.2	1.1	96.2	1.5	10.1	-5.4
40	O=C(Nc1ccccc1)c1cc2ccccc2o1	-3.6	2.3	-6.7	2.9	-0.5	92.0	-0.3	-16.9	-3.6
41	COc1ccc(NC(=O)N2c3ccccc3C(C)=CC2(C)C)cc1	0.6	2.0	0.3	1.4	-0.6	101.7	-1.4	-3.1	-0.5
42	CC(=O)N1CC(C)c2scc(C)[n+]2-c2ccccc21 (centres undefined)	-0.1	-3.0	0.1	-1.8	2.0	100.6	-1.3	15.5	0.9
43	COc1ccc(CNC(=O)[C@@H](NC(=O)C2CCN(C(=O)[C@@H](N)CCSC)CC2)C(C)C)cc1	-16.5	-1.5	-3.2	-2.3	3.6	108.7	-4.7	-0.9	-3.2
44	O=C(Nc1cccc(Cl)c1)Nc1ccnc(-c2cccnc2)n1	-4.9	-1.7	8.5	0.8	4.4	120.9	3.9	-15.4	-12.3
45	CCc1nnc(NC(=O)Nc2ccc(Cl)cc2)s1	-11.3	3.4	-2.0	2.1	-4.4	106.1	-0.1	-1.1	-10.9
46	CC(C)[C@H](NC(=O)OC(C)(C)C)c1nnc(S(=O)(=O)Cc2c(F)cccc2Cl)o1	2.9	3.1	-3.8	41.3*	1.8	104.8	3.0	-6.5	-0.9
47	Cc1nn(C)c(Oc2ccc(Cl)cc2)c1C(=O)Nc1ccc(F)cc1F	i	0.3	-1.1	-0.4	-0.8	113.0	-7.0	8.0	11.7
48	O=C1c2ccccc2C2NC(=O)C3(CCCCC3)N12 (centres undefined)	-7.6	0.7	1.6	4.5	-1.4	92.8	-1.6	-2.9	-1.1
49	CC(C)CN(C(=O)c1ccc(=O)n(C)n1)c1nc2ccccc2s1	0.6	1.3	-10.2	-1.9	1.4	94.4	2.4	-10.8	-2.5
50	CC(=O)Nc1ccc(S(=O)(=O)NCc2ccncc2)cc1	-2.7	-3.4	-5.3	2.6	1.1	86.6	-1.5	-6.5	-12.3
51	CC1=C(/C=C/C(C)=C/C=C/C(C)=C/CO)C(C)(C)CCC1	?	-2.4	-0.5	3.8	1.4	99.6	0.3	-19.4	5.2
52	COc1ccc(-n2c(=O)c(CCC(=O)N3CCN(c4ccccc4O)CC3)nc3ccccc32)cc1	0.1	0.5	25.9	-0.2	4.4	85.8	8.8	7.1	1.3
53	COc1ccc(CNC(=O)CN(C(=O)c2snc(C(N)=O)c2N)c2ccc(OC)c(OC)c2)cc1	11.7	-1.9	-15.0	5.3	1.3	92.7	1.4	-10.9	3.5
54	COc1ccc(S(=O)(=O)N2CCC(C(=O)NCCC3=CCCCC3)CC2)cc1OC	-0.2	0.1	0.6	1.7	-0.2	102.1	-0.5	-3.5	4.9
55	CCOc1ccc(NC(=O)C2CCCN(S(=O)(=O)c3c(C)n[nH]c3C)C2)cc1 (centres undefined)	4.5	2.4	8.4	-0.8	3.3	110.7	-3.6	-5.2	-5.7
56	COc1ccccc1C(=O)OCC(=O)NC1CCCC1	-40.3	-1.4	-12.8	-1.4	-3.0	79.8	-6.0	-24.8	-0.2
57	NC(N)=Nc1nc(-c2ccccc2)c2cc(F)ccc2n1	3.8	-2.3	9.8	4.8	0.2	93.1	4.4	11.2	11.0
58	O=C(c1cc(F)ccc1F)N1CCC(N2CCC(C(=O)N3CCCC3)CC2)CC1	0.8	4.2	0.2	-1.2	-1.9	127.6	1.8	0.4	-7.0
59	CCOc1ccc(CCNC(=O)c2cc3ccccn3n2)cc1OCC	1.9	-2.2	8.9	-0.7	0.7	91.6	4.4	-0.8	-1.8
60	CCC(C(=O)OC)n1cnc2c(nnn2-c2ccc(F)cc2)c1=O (centres undefined)	-8.1	-1.6	-16.4	0.4	0.0	86.8	-3.9	3.4	-5.0
61	COc1ccc2cc(C(=O)NCc3ccccc3CN3CCCC3)ccc2c1	-13.2	.	.	.	3.6	97.4	8.9	-12.7	.
62	COC(=O)CNC(=O)c1cccc(-c2ccc(OC)cc2)c1	7.4	-3.8	-6.5	0.5	0.4	72.1	3.5	-4.9	0.0
63	CCCc1c(C(=O)N/N=C/c2sccc2C)nnn1-c1nonc1N	-17.2	-2.8	-4.1	3.9	2.1	101.7	-2.6	-1.5	6.8
